Screens deposited in PubChem BioAssay by The Scripps Research Institute Molecular Screening Center.
TAAR1 antag: human TAAR1 antagonism; Q96RJ0; 360,000 compounds, 1.5% hits; inhibition, % at 3 µM; CHO RD-HGA16 TAAR1, Fluo-8 calcium fluorescence, antagonist;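 active = inhibition above a per-plate cutoff, the mean inhibition of test compounds on that plate plus 3 SD, cut at about 49% in these data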;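 note: 0% = DMSO plus EC80 beta-PEA response and 100% = DMSO alone without agonist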
Target sequence (Q96RJ0 whole entry, looked up): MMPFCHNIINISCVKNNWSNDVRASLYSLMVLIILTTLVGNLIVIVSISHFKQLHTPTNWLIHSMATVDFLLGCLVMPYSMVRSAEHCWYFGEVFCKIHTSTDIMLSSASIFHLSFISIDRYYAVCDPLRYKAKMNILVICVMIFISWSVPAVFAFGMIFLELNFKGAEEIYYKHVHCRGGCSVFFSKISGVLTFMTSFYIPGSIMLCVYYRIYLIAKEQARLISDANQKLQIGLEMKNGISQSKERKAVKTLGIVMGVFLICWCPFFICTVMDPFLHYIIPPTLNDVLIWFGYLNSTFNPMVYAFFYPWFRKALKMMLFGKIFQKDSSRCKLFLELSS
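Material: CHO RD-HGA16 cells bearing hTAAR1; compound dosing: one-point dosing, 3 µM nominal final; schedule: dye loading 75 min at 37 °C, then 30 min room temperature; measured by: calcium fluorescence with Fluo-8; control set: vehicle and agonist controls; replication: n of 1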
M1 PAM parental: M1 PAM counterscreen hit in parental CHO-K1 cells; 360,000 compounds, 0.02% hits; ATP EC20, Fluo-8 calcium fluorescence; 0% at ATP EC20, 100% at ATP max; activation, % at 3 µM;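 active = activation above the run cutoff, the mean activation of all test compounds plus 3 SD, cut at about 40% in these data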;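 note: peak over basal fluorescence ratio in a 140 s read after ATP addition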
M1 ag parental: M1 agonist counterscreen hit in parental CHO-K1 cells; Fluo-8 calcium fluorescence; scaled to maximal ATP response, vehicle zero; activation, % at 3 µM; 360,000 compounds, 0.48% hits; in the data active = activation above about 15%;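 note: untransfected CHO-K1 host cells lacking M1 receptor as counterscreen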
CHO parental Ca: signal in parental CHO cells, OX1R antagonist counter-screen | 330,000 compounds, 0.63% hits | AID 463079 | inhibition, % at 5.6 µM | parental CHO-K1, ATP-induced calcium, Fluo-8 fluorescence;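 active = inhibition above that plate's mean sample inhibition plus 3 SD, cut at about 26% in these data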;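 note: 0% = ATP-challenged DMSO wells and 100% = DMSO wells without ATP; some compounds past the cut are filed as inactive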
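Material: Parental CHO cells | Reagent: ATP | Compound dosing: Single nominal dose of 5.6 µM per compound | Detection: Intracellular calcium via Fluo-8 no-wash fluorescent dye | Read-out: % inhibition of ATP-induced calcium mobilization | Benchmarks: Low control ATP plus DMSO, high control DMSO only | Replicates: Singlicate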
CHO-K1 Ca antag: counter-screen for M1 antagonists: effect in parental CHO-K1 cells; AID 602250; 360,000 compounds, 0.6% hits; inhibition, % at 3 µM; ATP-induced calcium, Fluo-8 fluorescence;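 active = inhibition above a per-plate cutoff, the plate's mean sample inhibition plus 3 SD, cut at about 24% in these data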;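 note: 0% = DMSO plus EC80 ATP and 100% = DMSO alone without ATP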
V1R ag counter: activates human V1a receptor in oxytocin agonist counter-screen; activation, % at 3 µM; CHO-V1R cells, Fluo-8 calcium fluorescence, agonist mode; 0% DMSO, 100% 3 nM vasopressin; AID 2797; 320,000 compounds, 0.25% hits;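 active = activation above the mean activation of all tested compounds plus 3 SD, per screening run, cut at about 20% in these data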;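 note: signal is peak over basal fluorescence ratio across a 100 second FLIPR read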
Target sequence (P37288 whole entry, looked up): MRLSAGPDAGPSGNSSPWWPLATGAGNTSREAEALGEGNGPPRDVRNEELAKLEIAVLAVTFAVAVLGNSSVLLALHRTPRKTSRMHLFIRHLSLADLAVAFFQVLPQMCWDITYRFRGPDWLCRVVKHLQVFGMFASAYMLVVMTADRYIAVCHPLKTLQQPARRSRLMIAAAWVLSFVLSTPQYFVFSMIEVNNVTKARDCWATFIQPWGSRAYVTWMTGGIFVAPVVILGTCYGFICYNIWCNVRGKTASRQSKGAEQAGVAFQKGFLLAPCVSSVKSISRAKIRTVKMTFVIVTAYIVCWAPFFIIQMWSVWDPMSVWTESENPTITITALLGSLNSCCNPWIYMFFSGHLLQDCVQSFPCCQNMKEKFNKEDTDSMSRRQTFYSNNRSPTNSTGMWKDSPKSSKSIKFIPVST
OXTR potentiate: potentiators of human oxytocin receptor. activation, % at 3 µM. 320,000 compounds, 0.061% hits. CHO-OTR cells, Fluo-8 calcium fluorescence, potentiator mode; 0% = oxytocin EC15, 100% = EC100. AID 2445;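 active = activation above that plate's cutoff, the mean activation of tested compounds plus 3 SD, cut at about 6.6% in these data, passing the limit was not always enough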;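 note: 100% uses oxytocin at 75 nM as the full agonist control; some results filed as inactive read as strong as hits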
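Material: human OTR in CHO cells. Compound: 3.0 µM, one dose. Timing: compound 6 min at room temperature before oxytocin, 100 s read. Evaluation: % activation of max/min ratio relative to oxytocin controls. Replication: single well per compound, singlicate. Signal: Fluo-8 calcium dye fluorescence.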
GPR7 antagonist: blocks human GPR7 receptor signaling; P48145; GPR7-expressing cells, fluorescence antagonist assay; inhibition, % at 4.4 µM; 290,000 compounds, 1.1% hits; in the data active = inhibition above about 16%, passing the limit was not always enough;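 note: cells stimulated with the agonist NPW; 0% = agonist with vehicle and 100% = vehicle without agonist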
Target sequence (P48145 whole entry, looked up): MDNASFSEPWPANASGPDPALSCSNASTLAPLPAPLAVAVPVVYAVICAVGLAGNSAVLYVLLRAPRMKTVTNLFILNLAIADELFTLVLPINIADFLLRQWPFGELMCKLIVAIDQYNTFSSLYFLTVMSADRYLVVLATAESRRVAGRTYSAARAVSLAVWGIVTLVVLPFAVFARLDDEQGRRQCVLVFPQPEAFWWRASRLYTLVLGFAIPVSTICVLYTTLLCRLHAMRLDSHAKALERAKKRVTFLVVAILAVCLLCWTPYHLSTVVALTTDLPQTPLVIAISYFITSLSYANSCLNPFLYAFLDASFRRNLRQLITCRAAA
OXTR agonist: human OXTR agonism | 320,000 compounds, 0.32% hits | CHO-OTR cells, Fluo-8 calcium fluorescence; normalized: DMSO 0%, oxytocin 100% | P30559 | activation, % at 3 µM;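 active = activation above the mean of all tested compounds plus 3 SD, cutoff set per screening run, cut at about 20% in these data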;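 note: peak over basal fluorescence ratio from a 100 s FLIPR kinetic read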
Active calls of the source: *; nt = not tested or not shown.

SMILES	TAAR1 antag	M1 PAM parental	M1 ag parental	CHO parental Ca	CHO-K1 Ca antag	V1R ag counter	OXTR potentiate	GPR7 antagonist	OXTR agonist
CC(=O)Nc1ccc(S(=O)(=O)Nc2cccc(-c3nc4cc(C)ccc4o3)c2)cc1	-19	25	1.5	2	-11	3.7	-9	nt	0.6
O=C1CCCC2=C1C(c1cccs1)n1nc(SCc3ccccc3F)nc1N2 (stereo unspecified)	20	24	2.3	-22	-5	1.1	-14	-14	-1.7
C=CCSc1nnc(C)c(/C=C/Nc2ccc(Cl)cc2)n1	34	-2	5.8	-17	5	7.3	-2	13	4.8
Cc1c(Cc2ccccc2)c(=O)oc2cc(OCC(=O)NC(Cc3ccc(Cl)cc3)C(=O)O)ccc12 (stereo unspecified)	-10	-10	-0.1	-7	13	-0.9	0	-2	-0.5
Cc1ccc(Cl)cc1NC(=S)N(Cc1cccnc1)Cc1ccccc1Cl	10	17	0.6	-24	-8	-0.7	-6	8	-1.8
CCN1CCN(S(=O)(=O)c2ccc(Cl)c(C(=O)NC3CCCC3)c2)CC1	-4	-14	-0.2	-7	4	-0.6	9	nt	-0.7
CC1CCN(C(=O)COC(=O)c2nn(C)c(=O)c3ccccc23)CC1	-9	-5	2.7	-21	-6	1.4	2	-15	1.1
CNC[C@H](CC1CCCCC1)NC[C@H](CO)NCC1(c2ccccc2)CC1	9	3	0.9	-21	-7	0.7	-5	12	1.0
CCCN(CCC)CCCNC(=O)Cn1cnc2sc(C)c(S(=O)(=O)N3CCC(C)CC3)c2c1=O	7	-5	-0.2	-7	-5	-0.8	-4	4	0.7
C=CCc1c(NCCO)nc(C)[nH]c1=O	nt	-5	-0.2	-4	5	1.1	-6	-12	1.2
COCCNC(=O)C(=O)NCC1CCCN1S(=O)(=O)c1cccs1 (stereo unspecified)	-16	9	0.3	nt	-7	nt	nt	nt	nt
O=C(O)c1ccc(OCc2occc2C(=O)O)cc1	-7	5	4.2	-3	-6	-0.2	-4	-17	-0.2
CC(=O)c1c(C)n(CCc2ccc(Cl)cc2)c2ccc(O)cc12	-15	0	0.7	-2	-2	0.2	-4	0	0.0
COc1cccc(C2=NOC(C(=O)NCC3CCCO3)C2)c1 (stereo unspecified)	11	13	1.0	-10	-7	0.0	-4	8	0.3
CC1(C(=O)NCc2ccc(Cl)c(Cl)c2)Oc2cccnc2NC1=O (stereo unspecified)	28	-10	9.3	4	-8	21*	-24	13	25*
COc1ccc([C@H]2/C=C\CN(C(=O)c3ccccc3)[C@@H](C)C(=O)N2Cc2ccc(F)cc2)cc1	15	4	4.1	-21	-9	0.1	-15	nt	1.1
CCOC(=O)c1c(C)[nH]c(C(=O)N2CCc3cc(OC)c(OC)cc3C2)c1C	-7	8	1.6	-39	-4	1.4	-7	nt	-0.3
CCSc1nc(O)c(Cc2ccccc2)c(=O)[nH]1	4	-7	-0.2	-18	31*	2.7	-3	-6	-0.4
CCOC(=O)N1CCN(C(=O)CCS(=O)(=O)c2ccc3c(c2)CC(C)N3C(=O)CC)CC1 (stereo unspecified)	-18	17	2.8	-16	-19	0.8	-5	-5	1.5
CCN(c1ccc(NC(=O)CSc2ccc3c(c2)OCCO3)cc1)C(C)C	-13	5	1.4	-21	16	0.2	-6	nt	-1.0
O=C(Nc1ccccc1-c1nc2ccccc2s1)c1ccco1	-10	0	-0.6	-21	-4	0.6	-18	10	-1.1
Cc1nnc(N)s1	-14	9	1.2	-5	-4	0.6	-9	-10	0.0
O=C(CC1(CC(=O)N2CCOCC2)CCCC1)Nc1ccc(F)cc1	1	1	0.8	-17	-1	1.4	-7	nt	-0.5
O=C(Cn1cnc2c(oc3ccccc32)c1=O)NCc1ccccc1	-19	-2	0.3	-7	6	0.6	-3	-2	-0.5
Cc1ccc(C(NC(=O)NCCCN2CCOCC2)=C(Cl)Cl)cc1F	2	16	0.9	-15	3	1.3	10	-2	3.6
Cc1cc(C)cc(NC(=O)Cn2nnc(C(=O)NCc3ccco3)c2N)c1	4	-5	2.4	-5	-9	0.2	-7	9	0.6
Cc1onc(-c2c(F)cccc2Cl)c1C(=O)Nc1ccc(S(=O)(=O)Nc2ncccn2)cc1	-21	-2	0.4	nt	7	nt	nt	-6	nt
CCCCCCCCNCCS(=O)(=O)NN1CCOCC1	-32	1	0.6	-8	4	nt	nt	nt	nt
S=c1nc(-c2cccc(Cl)c2)[nH][nH]1	6	4	-0.1	-3	4	0.0	5	9	-0.3
O=c1onc(-c2cccs2)n1Cc1ccccc1	-21	14	0.2	-6	-6	-0.8	-3	-2	-1.0

Ordered by molecular weight (ascending): some entries from above
SMILES	TAAR1 antag	M1 PAM parental	M1 ag parental	CHO parental Ca	CHO-K1 Ca antag	V1R ag counter	OXTR potentiate	GPR7 antagonist	OXTR agonist
Cc1nnc(N)s1	-14	9	1.2	-5	-4	0.6	-9	-10	0.0
O=C(Nc1ccccc1-c1nc2ccccc2s1)c1ccco1	-10	0	-0.6	-21	-4	0.6	-18	10	-1.1
CCCN(CCC)CCCNC(=O)Cn1cnc2sc(C)c(S(=O)(=O)N3CCC(C)CC3)c2c1=O	7	-5	-0.2	-7	-5	-0.8	-4	4	0.7

The list goes on.
SMILES	TAAR1 antag	M1 PAM parental	M1 ag parental	CHO parental Ca	CHO-K1 Ca antag	V1R ag counter	OXTR potentiate	GPR7 antagonist	OXTR agonist
COc1cc([N+](=O)[O-])c(N2CCOCC2)c([N+](=O)[O-])c1OC	-15	-1	1.0	-21	-3	1.5	-14	-2	2.1
N#Cc1ccccc1NC(=O)C(=O)NCC1CCCN1S(=O)(=O)c1cccs1 (stereo unspecified)	24	5	1.8	-7	-3	1.7	-2	nt	1.6
COc1ccc(NC(=O)CSc2ccc3nnc(-c4cccnc4)n3n2)cc1	-13	-14	0.2	-4	3	-0.1	-14	-7	-0.1
COc1ccc(OCC(O)CNC(=O)Nc2ccc(F)cc2)cc1 (stereo unspecified)	-8	-1	1.4	-2	-2	0.6	1	-19	0.1
CC(C)NC(=S)N/N=C/c1cccnc1	-23	3	1.8	-7	11	-0.1	2	-2	-0.2
CCCCCCCCNC(CO)(CO)CO	-20	16	0.7	-8	-10	0.0	-3	6	1.2
CC(=O)N(C)c1ccc(NC(=O)C(c2ccccc2)c2ccccc2)cc1	-13	-8	0.6	5	6	3.1	-6	nt	2.3
COC(=O)c1c(NC(=O)COC(=O)[C@@H](NS(=O)(=O)c2ccc(C)cc2)C(C)C)sc2c1CCC2	10	23	2.4	-30	-9	-1.1	-10	-8	-2.6
CCC(=O)Nc1c(C)ccc2nsnc12	-22	12	4.6	-7	5	0.8	-2	0	0.2
Cc1nc(-c2ccc(F)cc2)c(CC(=O)Nc2cc(S(=O)(=O)N3CCCCC3)ccc2C)s1	-22	7	-1.1	-6	22	-0.5	0	nt	-2.1

In a second layout: five of the compounds above
mol | TAAR1 antag | M1 PAM parental | M1 ag parental | CHO parental Ca | CHO-K1 Ca antag | V1R ag counter | OXTR potentiate | GPR7 antagonist | OXTR agonist
COc1ccc(NC(=O)CSc2ccc3nnc(-c4cccnc4)n3n2)cc1 | -13 | -14 | 0.2 | -4 | 3 | -0.1 | -14 | -7 | -0.1
COc1ccc(OCC(O)CNC(=O)Nc2ccc(F)cc2)cc1 (stereo unspecified) | -8 | -1 | 1.4 | -2 | -2 | 0.6 | 1 | -19 | 0.1
CC(C)NC(=S)N/N=C/c1cccnc1 | -23 | 3 | 1.8 | -7 | 11 | -0.1 | 2 | -2 | -0.2
CCCCCCCCNC(CO)(CO)CO | -20 | 16 | 0.7 | -8 | -10 | 0.0 | -3 | 6 | 1.2
CC(=O)N(C)c1ccc(NC(=O)C(c2ccccc2)c2ccccc2)cc1 | -13 | -8 | 0.6 | 5 | 6 | 3.1 | -6 | nt | 2.3

More results:
SMILES	TAAR1 antag	M1 PAM parental	M1 ag parental	CHO parental Ca	CHO-K1 Ca antag	V1R ag counter	OXTR potentiate	GPR7 antagonist	OXTR agonist
Cc1cc(C)c2c(c1)OC(=O)CC2c1ccccc1C (stereo unspecified)	2	4	-0.4	-15	-16	nt	nt	nt	nt
O=C1NC(=S)N/C1=C\c1ccccc1OCc1ccc(C(=O)O)cc1	-26	10	-0.1	16	-11	-0.2	-1	-13	0.3
COc1ccc(OC)c2nc3c(cc12)CCC3	-9	-21	-0.2	-8	7	0.4	-11	-19	-1.7
Nc1ccc(N2CCN(c3ccc(Cl)c(Cl)c3)CC2)cc1	-2	-2	0.6	0	2	5.7	-13	0	4.5
CCCNC(=O)C(CC)NC(=O)c1cccc([N+](=O)[O-])c1 (stereo unspecified)	-2	5	0.0	-10	-15	0.0	-5	nt	-0.3
Cc1ccc(C(C)NC(=O)Cc2cccs2)c(C)c1 (stereo unspecified)	2	-20	-0.3	-9	10	0.1	-4	-5	-0.5
COc1ccc(CCNC(=O)C2(c3ccccc3)CC2)cc1	-15	13	1.3	-8	-3	0.6	-4	-3	-0.7
CC(=O)c1cc2ccccc2oc1=O	-1	12	0.2	1	-21	0.6	4	nt	1.2
CNC(=O)CC1C(=O)N(c2ccc(Cl)cc2)C(=S)N1CCc1ccc(OC)c(OC)c1 (stereo unspecified)	-10	14	8.4	-1	-19	1.1	3	-4	0.7
COc1ccc(CCNC(=O)[C@H](C)N2C(=O)N3CCc4c([nH]c5ccccc45)[C@@]3(C)C2=O)cc1OC	5	-6	-0.5	-24	14	-0.5	-3	0	0.7
Cn1cc(Cl)c(-c2nc3ccccc3[nH]2)n1	-13	15	0.0	-10	5	0.4	-8	-5	-0.7
CCOC(=O)CC1=Nc2ccccc2NC(=O)C1	6	1	-0.4	0	-2	-0.2	-3	5	0.8
COC(=O)c1c(NC(=S)Nc2ccccc2Cl)sc(C)c1C	nt	1	0.3	-15	-7	0.0	0	-2	-0.3
c1ccc(CSCc2ccccc2)cc1	0	5	-0.1	-9	0	0.1	1	nt	-1.7
Clc1ccc(C2=Nn3c(nnc3-c3n[nH]c4c3CCC4)SC2)cc1	-26	19	0.0	-39	-9	-1.6	-8	14	-1.6
COc1ccc(N2C(=O)CC(C3CCCO3)C2=O)cc1 (stereo unspecified)	-3	4	0.7	4	-11	0.7	-1	-10	0.3
C[C@H]1CCCCO[C@@H](CN(C)S(=O)(=O)c2ccc(Cl)cc2)[C@@H](C)CN([C@@H](C)CO)C(=O)c2cc(NS(=O)(=O)c3ccccc3)ccc2O1	-19	7	0.1	nt	2	nt	nt	nt	nt
Cc1nc2ncnn2c(C)c1CCC(=O)NCCCN1CCN(c2cccc(Cl)c2)CC1	-3	7	0.8	-16	-12	0.6	1	-3	-0.8
